Imprint erasure: genomic imprint erasure induction; mouse ES Peg3-LacZ reporter, beta-gal luminescence, 40 h; Potency, µM (doses to about 60.7 µM), for inactives: at the top dose activity change, positive = activation, actives largely listed as activators; 110,000 tested, 0.02% active;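 also: 0% = negative control wells on the plate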
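Each well holds 300 Peg3LacZ-Neo (maternal) female ES cells incubated 40 h at 37C, 5% CO2. LacZ is measured by BetaGlo luminescence, with AC50 and maximum efficacy derived from dose-response curves.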
IkB signaling: suppresses IkB signaling in ABC-DLBCL reporter cells | ABC-DLBCL IkBa-CBG/CBR dual luciferase ratio, 4 h; response scale: scaled: untreated 0%, proteasome inhibitor 100% | Potency, µM (titrated, usually from 57.1 µM), without a hit: at the highest dose IkBa stabilization activation | 110,000 tested, 0.04% active; active = well fitted curve in the direction sought with a large enough effect in the signal ratio, not every such curve was filed as active; inconclusive = small, poorly fitted or top-dose-only effect, or a change in a side signal; the % refers to the signal ratio;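 also: the direction sought is a rising ratio; 0% = basal untreated cells and 100% = reference inhibitor full response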
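Luminescence ratio of IκBα-fused green versus native red beetle luciferase in OCI-Ly3 cells, 4 h post-doxycycline with compound; red signal alone, scaled from basal (0%) to zero light (-100%), flagged nonspecific or cytotoxic effects.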
p53ts 32C tox: kills p53ts cells at the permissive temperature. AID 924. H1299-p53A138V at 32C, ATP luminescence viability, 24 h. Potency, µM (highest dose often 46.1 µM), inactives show at the highest dose activity change, negative = cytotoxicity, hits mostly cytotoxic. 130,000 tested, 0.93% active;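 also: 0% = DMSO and -100% = full killing by reference compound; nearly all actives have a fitted effect of over 55% in size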
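Viability by ATPlite luminescence after 24 h compound treatment (up to 46 uM) at the permissive 32C. Cells are H1299 carrying p53 A138V. Scale runs from DMSO basal to 100 uM tamoxifen as full kill; AC50 from Hill fits.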
p53ts 39C kill: cytotoxicity in p53ts cells at nonpermissive temperature | H1299-p53A138V viability at 39C, ATP luminescence, 24 h | 130,000 tested, 1.5% active | Potency, µM (titrated, usually from 46.1 µM), inactives show at the highest dose activity change, negative = cell killing, most hits filed as cytotoxic; also: nearly all actives have a fitted effect of over 55% in size
Starred values were filed as active, the others as inactive; ? = inconclusive; / = no result given; & = joins results of further samples; [ ] = remark or other dose. Unless noted, calls follow the shape of the dose curve; as a rule, active = well fitted curve in the direction sought with a large enough effect; inconclusive = small, poorly fitted or top-dose-only effect, or another doubt; inactive = no such curve, though single readings can be large; an effect the other way counts as inactive or inconclusive. Unless noted, % is scaled to controls: 0 for no effect and ±100 for the full control effect; potency is read from the fitted curve at half-maximal effect.

Values run as follows: IkB signaling	p53ts 32C tox	p53ts 39C kill	Imprint erasure
- Cc1ccc(NC(=O)Nc2nnc(SCC(=O)N3CCC(C)CC3)s2)cc1
  ?	14.4%	-15.8%	?
- COc1ccc(C(=O)CSc2nc3nc(C)cc(C)c3c(=O)[nH]2)cc1OC
  -0.3%	10.7%	6.9%	-0.3%
- COc1ccc(-n2c(Cn3c(=O)sc4ccccc43)nnc2SCC(=O)N2CCCCC2)cc1
  0.1%	4.1%	-9.5%	-9.4%
- Cc1nc2cnc(OCc3ccccc3)nc2n(Cc2ccc(F)cc2)c1=O
  2.8%[11.4 µM]	2.4%	11.3%	/
- COc1ccc(Cn2c(CCC(=O)Nc3ccc(CC#N)cc3)nc3cccnc32)cc1
  3.1%	2.3%	-4.1%	-7.7%
- CCOC(=O)C1CCCN(CC(=O)Nc2c(C(=O)OC)[nH]c3ccc(Cl)cc23)C1 (stereo unspecified)
  -1.1%	-2.2%	10.6%	-16.9%
- O=C(NCc1ccco1)c1cc(-c2ccccc2)on1
  -1.6%	0.5%	6.3%	-4.1%
- Cc1ccc(C2C(=O)N(C3CCC(C)CC3)CC(=O)N2C2CCCC2)cc1 (stereo unspecified)
  ?	6.1%	?	-10.2%[10.9 µM]
- CCOc1cccc(NC(=O)CSc2ncc(-c3ccc(Cl)cc3)[nH]2)c1
  ?	-2.3%	20µM*	-10.9%[10.9 µM]
- Cc1cccc(NS(=O)(=O)c2ccc3c(c2)CCN3C(=O)CCC(=O)O)c1C
  -0.9%	4.3%	-1.1%	-8.0%[10.9 µM]
- CC1(C(=O)O)C=CCN1C(=O)c1ccccc1 (stereo unspecified)
  /	2.9%	-3.0%	0.1%
- CCOCCCNC(=O)Cn1nc(-c2ccccc2)ccc1=O
  1.3%	3.5%	16.5%	-9.0%
- CCOc1ccc(CCNC(=O)C2=C(C)C(=O)OC23CCC(C)CC3)cc1OCC (stereo unspecified)
  ?	1.1%	-7.3%	7.8%[10.9 µM]
- CCOC(=O)c1sc(=NC(=O)c2ccc(S(=O)(=O)N3CCOCC3)cc2)n(C)c1C
  0.3%	1.8%	14.8%	5.1%
- CCSc1ncc(Cl)c(C(=O)Nc2ccc(S(=O)(=O)N3CCCCC3)cc2)n1
  ?	-2.7%	8.0%	-8.8%[10.9 µM]
- CCCCN(CC)C(=O)Cn1c(=O)n(-c2ccc(OCC)cc2)c(=O)c2c3c(sc21)CCC3
  ?	12.4%	1.0%	-5.1%[10.9 µM]
- COc1ccc(C)cc1NC(=O)CN(C)S(=O)(=O)c1ccc2c(c1)CCCN2C(C)=O
  ?	9.7%	-31.2%	7.6%[10.9 µM]
- Cc1ccc(-c2n[nH]c(=S)n2C)cc1
  1.0%	-15.4%	-3.8%	-14.0%
- Cc1ccc(/C=C/c2onc(C)c2S(=O)(=O)N2CCC(C(=O)NCc3ccc(C)o3)CC2)cc1
  -1.0%	-6.7%	-12.3%	16.2%[10.9 µM]
- Cc1cc(C(=O)OCn2nnc3ccccc3c2=O)c(C)n1-c1ccccc1
  0.9%	-7.7%	-17.8%	-17.0%
- CCOc1ccccc1NC(=O)C(NS(=O)(=O)c1ccc2c(c1)CCC(=O)N2)c1ccccc1 (stereo unspecified)
  ?	-4.9%	-8.5%	-5.9%[10.9 µM]
- O=C(Nc1ccc(Br)cc1Cl)Nn1cnnc1
  -3.8%	5.4%	0.9%	-19.2%
- Cc1cccn2c(=O)c3cc(C#N)c(=N)n(Cc4ccncc4)c3nc12
  /	1.3%	17.7%	/
- COc1ccc(C2SCC(C(=O)O)N2C(C)=O)cc1OC (stereo unspecified)
  0.7%	-0.5%	-1.7%	4.5%
- Cn1cnnc1SCC(=O)Nc1ccccc1Sc1ccccc1
  0.2%	4.8%	0.2%	-4.5%
- Cc1ccc(NC(=O)C2CCN(S(=O)(=O)c3c(C)noc3C)CC2)cc1
  ?	10.3%	15.5%	5.3%[10.9 µM]
- CC(=O)N1c2ccccc2CC1C(=O)N1CCN(c2ccccc2F)CC1 (stereo unspecified)
  ?	1.8%	-4.3%	-6.1%[10.9 µM]
- Nc1nc(C2CCCN2S(=O)(=O)c2ccc(Cl)cc2)cs1 (stereo unspecified)
  -0.3%	16.9%	3.4%	7.4%
- CC(=O)N1CCc2cc(C(=O)CN3CCCN(Cc4ccc(F)cc4)C3)ccc21
  4.6%	0.6%	-13.0%	-16.7%
- Cc1cc(NC(=O)c2cc(-c3ccc4c(c3)OCO4)on2)n(-c2ccccc2)n1
  2.8%	-0.6%	0.6%	10.0%
- CCOC(=O)N/N=C1/C[C@@H](O)[C@@H](O)[C@@H]2[C@@H]3C(=O)N(C[C@@H]4CCCO4)C(=O)[C@H]3CC[C@H]12
  /	2.6%[9.22 µM]	9.5%[9.22 µM]	/
- CN1CCN(c2nc3c(c(=O)n(C)c(=O)n3C)n2C)CC1
  1.0%[11.4 µM]	2.7%[9.22 µM]	-3.6%[9.22 µM]	-6.5%[10.9 µM]
- CCOC(=O)c1ccc(NC(=O)C2CCN(C(=O)c3ccc(OC)c(OC)c3)CC2)cc1
  /	-8.7%	11.9%	/
- NC(=O)CSc1nnc(Cn2c(=O)sc3ccccc32)n1-c1ccccc1
  -0.2%	-1.2%	3.0%	-3.0%
- CCCCNC(=O)c1ccc2c(c1)NC(=O)C(CS(=O)(=O)Cc1cccc(C)c1)N2 (stereo unspecified)
  0.4%	-2.1%	?	-7.0%[10.9 µM]
- O=C(NCc1ccc(F)cc1)c1ccc(Nc2nc3ccccc3n3nnnc23)cc1
  ?	2.6%	-12.1%	-6.5%[10.9 µM]
- CC(C)CCNC(=O)CN(CCN1CCOCC1)C(=O)Cn1nnc(-c2ccc(F)cc2)n1
  -1.5%	15.6%	-4.7%	-4.3%
- COc1ccccc1N1CCN(C(=O)CSc2nnc(NC(=O)C3CCC3)s2)CC1
  1.3%	11.0%	-1.5%	-16.5%
- Cc1ccc2[nH]c(=O)c(C(c3nnnn3CC3CCCO3)N3CCc4ccccc4C3)cc2c1 (stereo unspecified)
  2.0%	11.2%	-0.5%	-1.6%
- CC(C)=CCC/C(C)=C/CC/C(C)=C/CO
  /	1.6%&4.9%	-4.0%&7.5%	-9.6%&2.1%
- Cc1cc(OC(=O)CNC(=O)OC(C)(C)C)c2c(C)cc(=O)oc2c1
  -2.4%	2.6%	5.8%	-3.7%
- Cc1ccc(CNc2nc(-c3ccco3)nn2S(=O)(=O)c2ccc3ccccc3c2)cc1
  ?	-6.9%	-22.2%	7.1%[10.9 µM]
- CC(=NCC1CCNCC1)C1=C(O)CC(C)(C)CC1=O
  0.4%	-9.6%	1.7%	-5.0%
- COc1ccc(NC(=O)Nc2ccccc2OCc2cc(=O)n3ccccc3n2)c(OC)c1
  -2.1%	?	15.8µM*	7.3%[10.9 µM]
- CCOc1ccccc1CNC(=O)c1ccc2c(c1)sc1nc(-c3cccc(OC)c3)cn12
  1.6%	0.9%	-22.1%	?
- Cc1ccc(-n2ncc3c(NC4CCCCC4)ncnc32)cc1
  ?	?	7.94µM*	-10.3%[10.9 µM]
- O=C(Cn1nc(Cc2ccncc2)c2ccccc2c1=O)N1CCc2ccccc2C1
  -2.3%	3.0%	-0.6%	-9.4%
- Cc1ccc(N(C)C(=O)C2CCN(S(=O)(=O)c3ccc4c(c3)CCCN4C(=O)C3CCC3)CC2)cc1
  2.7%	-5.8%	?	3.9%[10.9 µM]
- Cc1ccc(N2C(=O)c3n[nH]c(C)c3C2c2ccc(Cl)cc2)cc1 (stereo unspecified)
  ?	-24.5%	?	-7.1%[10.9 µM]
- Cc1ccccc1C(=O)NC1(C(F)(F)F)C(=O)Nc2c1c(=O)[nH]c(=O)n2CCc1ccccc1 (stereo unspecified)
  0.1%	3.8%	17.9%	-7.9%[10.9 µM]
- CCOC(=O)C1(O)Oc2cc(OC)cc(OC)c2C(=O)C1c1ccccc1 (stereo unspecified)
  /	-3.0%	-1.9%	-2.2%
- O=C(Cn1ncc2ccccc21)N1CCN(c2cccc(C(F)(F)F)c2)CC1
  0.8%	0.8%	6.7%	25.0%
- O=C1OC(c2ccc(O)cc2)(c2ccc(O)cc2)c2ccccc21
  2.6%	44.2%[activator]	34.9%&0.6%[activator]	13.4%&-5.4%
- COc1ccc(OC)c(C2CC(=O)Nc3c2c(=O)[nH]c2ncnn32)c1 (stereo unspecified)
  1.2%	-0.1%	6.7%	-8.8%[10.9 µM]
- COCCn1c(=O)c(C)nc2cnc(Nc3ccccc3)nc21
  0.4%[11.4 µM]	6.3%	-4.5%	-5.6%
- O=c1[nH]c(SCc2c(F)cccc2Cl)nc2c1CCC2
  -1.1%	5.9%	14.7%	-9.3%[10.9 µM]
- COc1ccc(C2C(C(C)=O)=C(O)C(=O)N2CCc2ccccc2)c(OC)c1 (stereo unspecified)
  0.3%	0.6%	13.4%	-10.0%
- Cc1ccc2c(=O)cc(C(=O)Nc3sc4c(c3C(=O)NCC3CCCO3)CCCC4)oc2c1 (stereo unspecified)
  -1.6%	7.9%	20.7%	-6.9%[10.9 µM]
- Cc1cc(NS(=O)(=O)c2ccc(NC(=O)CCCOc3ccc(Cl)cc3)cc2)no1
  2.1%	-12.3%	-10.5%	-1.6%
- COc1ccccc1Cc1noc(C(C)(C)NC(=O)c2ccccc2)n1
  0.7%	-12.2%	-11.9%	-10.6%

(more compounds)
Values run as follows: IkB signaling	p53ts 32C tox	p53ts 39C kill	Imprint erasure
- CC(=O)c1ccc(NC(=O)CSc2c(C(C)C)cnc3c2c(=O)n(C)c(=O)n3C)cc1
  ?	-1.8%	-2.2%	-6.2%[10.9 µM]
- O=C(c1ccc(Cl)c(S(=O)(=O)N2CCOCC2)c1)N1CCN(Cc2ccccc2)CC1
  /	2.3%	13.8%	/
- OC[C@@H]1O[C@@H](n2cnc3c(N[C@H]4CCC[C@@H]4O)ncnc32)[C@H](O)[C@H]1O
  0.5%	-3.6%	-4.5%	-2.4%
- Cc1ccccc1-c1nc(CN2CCC(C(=O)NCc3ccccc3Cl)CC2)c(C)o1
  ?	-8.5%	-18.2%	-15.8%[10.9 µM]
- CC[N+](C)(CC)CCC[n+]1c(-c2ccccc2)c2cc(N)ccc2c2ccc(N)cc21
  ?	-5.6%[20.6 µM]	1.2%[20.6 µM]	-21.9%[16.8 µM]
- CCOC(=O)c1ccc(NC(=O)Nc2c[nH]c(=O)[nH]c2=O)cc1
  -0.4%	6.8%	-16.9%	12.0%[10.9 µM]
- Cc1cc(-n2c(C)cc(C(=O)CN3C(=O)NC4(CCCCC4)C3=O)c2C)no1
  4.1%	-1.2%	-14.4%	-10.2%
- Cc1c(CCNC(=O)c2ccc(Br)o2)sc2nc(-c3ccc(F)cc3)nn12
  ?	5.1%	-19.9%	-10.2%[10.9 µM]
- COc1ccc(-c2cc(C(=O)NC(C)c3ccccc3)c3cc(C(C)C)ccc3n2)cc1 (stereo unspecified)
  -1.4%	-5.1%	-14.0%	-9.5%[10.9 µM]
- O=C(CCS(=O)(=O)c1nc(-c2cccs2)cc(C(F)(F)F)n1)Nc1cc(Br)ccc1O
  ?	?	7.94µM*	-33.1%[inhibitor][10.9 µM]
- Brc1ccc(-c2csc(/N=C/N3CCOCC3)n2)cc1
  ?	-9.6%	-13.0%	-14.7%
- CCc1ccc(CNC(=O)c2ccc3c(Cl)c4c(nc3c2)CCCC4)cc1
  ?	3.6%	-7.2%	3.1%[10.9 µM]
- O=C(Nc1ccc(Cl)cc1)N(Cc1cccnc1)Cc1ccco1
  0.3%	0.2%	-2.0%	-8.0%
- CC1(C)CNC(=O)c2sc(NC(=O)CN3CCOCC3)nc2C1
  0.6%	-1.8%	-2.2%	-2.5%
- CCOc1ccc(CCNC(=O)c2cn(-c3ccc(OC)cc3)c(=O)c3ccccc23)cc1OCC
  2.2%	1.0%	?	-8.7%[10.9 µM]

Not a retest: an excerpt of the list.
Values run as follows: IkB signaling	p53ts 32C tox	p53ts 39C kill	Imprint erasure
- CC(=O)c1ccc(NC(=O)CSc2c(C(C)C)cnc3c2c(=O)n(C)c(=O)n3C)cc1
  ?	-1.8%	-2.2%	-6.2%[10.9 µM]
- O=C(c1ccc(Cl)c(S(=O)(=O)N2CCOCC2)c1)N1CCN(Cc2ccccc2)CC1
  /	2.3%	13.8%	/
